From PubChem
TCR CD3 inh: inhibitors of human TCR-CD3 interaction | TAMRA-labeled TCR probe fluorescence, biochemical | inhibition, % at 9.4 µM | hit rate 0.37% among 360,000; in the data active means inhibition above about 19%;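 further: recombinant mutant TCR 2C K166C tagged with TAMRA read by polarization; 0% = receptor in buffer alone and 100% = receptor with positive control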
LEDGF integ inh: blocks HIV-1 LEDGF/p75-dependent DNA integration; TR-FRET IN-LEDGF/p75 DNA integration, Eu/Cy5; inhibition, % at 3.7 µM; hit rate 0.64% among 370,000; AID 743269;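 active means inhibition above the screen-wide mean plus 3 SD, cut at about 13% in these data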;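 further: signal is the Cy5 over europium emission ratio at 671 and 618 nm; 0% = plate median of compound wells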
mABHD4 FP: ABHD4 (mouse) inhibition, primary FP screen; hit rate 0.54% among 370,000; inhibition, % at 8.92 µM; purified mABHD4, FP-Rh probe fluorescence polarization;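 active means inhibition exceeding the mean over every tested compound plus 3 SD, cut at about 30% in these data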;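 further: 0% = plate median of compound wells and 100% = S159A mutant with DMSO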
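Test system: mouse ABHD4 enzyme, wild type. Reagent: FP-Rh fluorescent activity-based probe, added after compound pre-incubation. Timing: pre-incubation 45 min, probe exposure 60 min, at 25 °C. Technique: FP readout, ex 525 nm / em 598 nm. Benchmarks: high control S159A mutant with DMSO, low control median of compound wells.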
PRMT1 inh: inhibitors of human PRMT1; Q99873; recombinant PRMT1, activity-based probe fluorescence polarization; inhibition, % at 2.79 µM; hit rate 1.3% among 370,000; AID 652257;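 active means inhibition above about 21% made by adding two undisclosed values, limit read from the data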
rCAG RNA binder: r(CAG) repeat RNA binding; TO-PRO-1 dye displacement fluorescence; inhibition, % at 3 µM; hit rate 1.3% among 370,000;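 active means inhibition above the plate cutoff, the mean of all test compounds on that plate plus 3 SD, cut at about 35% in these data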;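 further: 0% = DMSO alone and 100% = 100 µM mitoxantrone as full dye displacement; higher means more dye released from RNA so lower well fluorescence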
MBD2 DNA inh: blocks human MBD2 binding to methylated DNA | hit rate 0.31% among 370,000 | inhibition, % at 4.4 µM | TR-FRET, MBD2 binding to methylated oligonucleotide; in the data active means inhibition above about 13%
Target sequence (Q9UBB5 whole entry, looked up): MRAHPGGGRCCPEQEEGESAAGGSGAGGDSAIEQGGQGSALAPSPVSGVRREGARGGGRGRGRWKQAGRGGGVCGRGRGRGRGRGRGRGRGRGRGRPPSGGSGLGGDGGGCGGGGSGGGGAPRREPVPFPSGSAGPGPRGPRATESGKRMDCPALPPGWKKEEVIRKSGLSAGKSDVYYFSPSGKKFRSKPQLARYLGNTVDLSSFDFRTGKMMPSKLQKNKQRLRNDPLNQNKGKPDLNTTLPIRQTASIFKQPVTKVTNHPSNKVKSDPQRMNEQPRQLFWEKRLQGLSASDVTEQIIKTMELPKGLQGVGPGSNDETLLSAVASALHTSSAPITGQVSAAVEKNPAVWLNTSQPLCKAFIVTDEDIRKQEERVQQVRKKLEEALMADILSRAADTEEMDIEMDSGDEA
TDP2 inh: blocks human TDP2 phosphodiesterase activity; O95551; recombinant TDP2, T5PNP hydrolysis, p-nitrophenol absorbance 415 nm; inhibition, % at 12.8 µM; hit rate 0.34% among 370,000; AID 720702;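 active means inhibition above the mean of all tested compounds plus 3 SD, set per campaign, cut at about 25% in these data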;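 further: 0% = DMSO with enzyme and 100% = buffer with substrate but no TDP2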
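Assay system: Recombinant human TDP2 | Quantity: 120 nM TDP2 per well | Incubation: 2 h at 37 °C | Signal: Epi absorbance | Evaluation: Percent inhibition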
HTRA1 inhibitor: HTRA1 (human) protease inhibition; Q92743; recombinant HTRA1, FP-rhodamine activity-based probe, fluorescence polarization; inhibition, % at 5.96 µM; hit rate 0.5% among 340,000; AID 504803; in the data active means inhibition above about 36%;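 further: 0% = enzyme with DMSO and 100% = wells lacking enzyme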
SIAE inh: human SIAE inhibition, primary screen; Q9HAT2; SIAE FP-Rh probe binding, fluorescence polarization; inhibition, % at 9.66 µM; hit rate 0.69% among 370,000;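 active means inhibition above a cutoff: mean of compounds within the control limits plus 3 SD of those, cut at about 17% in these data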;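 further: 0% = plate median of compound wells and 100% = probe without SIAE protein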
Target sequence (Q9HAT2 whole entry, looked up): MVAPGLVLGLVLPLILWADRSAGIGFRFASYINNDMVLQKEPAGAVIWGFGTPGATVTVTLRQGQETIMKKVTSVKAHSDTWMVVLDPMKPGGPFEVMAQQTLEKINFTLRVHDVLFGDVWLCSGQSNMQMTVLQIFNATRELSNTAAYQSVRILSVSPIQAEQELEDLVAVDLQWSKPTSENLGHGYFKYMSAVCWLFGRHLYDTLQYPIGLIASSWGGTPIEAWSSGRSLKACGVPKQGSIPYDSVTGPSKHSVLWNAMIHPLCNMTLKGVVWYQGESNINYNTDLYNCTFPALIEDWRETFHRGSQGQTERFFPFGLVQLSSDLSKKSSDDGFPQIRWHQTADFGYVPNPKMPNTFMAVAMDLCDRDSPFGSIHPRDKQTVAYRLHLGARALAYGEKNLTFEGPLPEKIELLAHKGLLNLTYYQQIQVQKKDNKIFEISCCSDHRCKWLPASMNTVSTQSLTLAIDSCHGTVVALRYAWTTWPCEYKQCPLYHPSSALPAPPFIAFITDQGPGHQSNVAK
GC-B act: GC-B (human) receptor activation; activation, % at 10 µM; AID 1920062; P20594; HEK293-GC-B cells, CNP EC30, cGMP TR-FRET; 0% at EC30 CNP, 100% saturating CNP; hit rate 0.11% among 370,000;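 active means activation at 10 µM reaching about 35% in either raw or pattern-adjusted values, limit read from the data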
* marks the source's active call; other numbers are inactive results; . = not tested or not shown.

Screens in order: TCR CD3 inh	LEDGF integ inh	mABHD4 FP	PRMT1 inh	rCAG RNA binder	MBD2 DNA inh	TDP2 inh	HTRA1 inhibitor	SIAE inh	GC-B act
CCc1ccc2c(CN(CC)Cc3nc4ccccc4c(=O)[nH]3)cc(=O)oc2c1
    7.1	2.6	3.8	-2.4	-1.9	-6.6	2.0	-2.3	-2.0	-6.7
C=CCC1c2cccc(C(=O)OC)c2C(=O)N1c1ccccc1 (stereo unspecified)
    -3.3	-0.1	3.7	-1.0	-5.3	-1.2	3.0	7.8	6.5	-5.6
COc1cccc(-c2cc(C(=O)NCc3cccs3)no2)c1
    2.1	-1.6	-2.5	-2.4	0.4	-6.2	-6.9	-3.2	-0.6	3.6
Cc1ccccc1C(=O)Oc1ccc(Sc2ccc(O)cc2)cc1
    -0.5	-0.9	-31.9	-1.5	8.5	0.9	-10.7	.	-7.7	-2.8
C[C@@H]1CN([C@@H](C)CO)C(=O)c2cc(NS(=O)(=O)c3cccs3)ccc2O[C@H]1CN(C)Cc1ccc(C(F)(F)F)cc1
    8.9	-7.4	-4.6	-1.2	3.1	-6.3	-14.0	-21.4	-2.0	-2.2
CC(=O)c1c(C)[nH]c(C(=O)COC(=O)c2cccc(S(=O)(=O)N(C)c3ccccc3)c2)c1C
    -0.6	-0.6	1.4	-0.6	5.9	0.8	-13.5	-23.1	-8.2	-0.8
CCOC(=O)C1=C(N)OC2=C(C(=O)CC(C)(C)C2)C1c1ccc(CC)s1 (stereo unspecified)
    -0.1	0.0	0.3	0.1	-5.2	-4.0	-2.9	-6.8	-1.5	-6.8
COC(=O)c1cccc(NC(=S)NC(C)C)c1
    0.4	0.7	-18.4	7.5	-0.8	9.2	3.1	-0.1	-7.2	-2.2
COC(=O)[C@H](CCSC)NC(=O)Cn1ccc(NC(=O)OCc2ccccc2)nc1=O
    2.9	-0.5	3.3	-6.4	3.1	-0.3	2.9	3.4	-5.8	2.5
Nc1cc(Nc2ccccc2)c2nonc2c1[N+](=O)[O-]
    -4.4	8.7	-9.3	-3.4	4.0	-24.6	-20.8	-5.5	1.5	0.3
CCNC(=S)N(CCc1c(C)[nH]c2ccc(Cl)cc12)Cc1cccnc1
    0.2	-0.6	2.7	-1.2	0.1	-0.4	4.0	-14.6	-1.9	-7.2
Cc1ccc(/C=C/C(=O)Nc2cccc3cccnc23)o1
    0.3	14.4*	22.1	59.0*	7.1	-7.4	-0.1	22.2	-4.1	-3.0
Cc1ccc(N2C(=O)c3ccccc3C2=O)cc1C
    7.6	-2.6	0.8	-2.5	-1.2	-1.6	-0.8	-10.6	-4.6	3.6
CSc1ncccc1C(=O)Nc1ccc2c(c1)OCO2
    -1.2	-2.7	4.9	2.6	0.8	2.7	2.3	-1.4	1.2	-0.7
C=C(C)CNC(=O)c1ccc(OC2CCN(S(=O)(=O)N(C)C)CC2)cc1
    2.6	-0.7	-3.2	-1.9	-8.5	0.6	-10.4	4.2	-0.9	-4.0

The list continues:
Screens in order: TCR CD3 inh	LEDGF integ inh	mABHD4 FP	PRMT1 inh	rCAG RNA binder	MBD2 DNA inh	TDP2 inh	HTRA1 inhibitor	SIAE inh	GC-B act
CC(C)n1c(N2CCN(C(=O)NCc3ccccc3)CC2)nc2ccccc21
    -9.8	3.9	8.4	1.8	-3.8	0.8	-4.6	-0.6	2.2	-2.0
COc1cc(F)c(C(=O)NC(C)(C)CO)cc1OC
    -1.5	-2.3	1.0	-5.0	-2.6	-4.3	-0.6	-4.1	3.4	2.5
COc1ccc(S(=O)(=O)NCC2CCCN(C(=O)c3cccnc3C)C2)cc1 (stereo unspecified)
    -2.0	-3.8	-0.2	-5.5	-2.2	0.0	10.0	-11.2	6.5	.
O=C1COc2ccc3ccccc3c21
    -2.4	-4.4	0.0	-0.6	-2.1	3.4	3.5	-12.1	1.6	-2.4
O=C(CC(=O)c1cccnc1)c1ccccc1
    -6.2	7.2	-14.2	8.8	1.8	1.6	-16.8	4.7	-2.9	-0.1
Oc1ccccc1Nc1nc(NCc2ccccc2)c2ccccc2n1
    4.0	-8.6	42.9*	-2.9	16.1	-0.5	-4.9	15.3	20.7*	7.3
COc1ccccc1/C=C/C(=O)OC(C)CN1CCOCC1 (stereo unspecified)
    0.9	0.5	-7.1	1.2	-8.0	3.1	6.7	-6.2	9.3	5.5
COc1ccc(C(=O)NC(=S)NNC(=O)c2cccnc2)cc1
    24.5*	-4.1	5.3	-2.5	2.1	-2.2	2.9	8.2	4.5	0.5
COC(=O)Cc1cc(=O)n2[nH]c(C)cc2n1
    -0.8	-3.8	-3.1	2.0	3.2	-0.5	8.9	4.0	6.2	1.3
O=C(Cn1nc(-c2ccc(Cl)cc2)ccc1=O)NCCN1CCOCC1
    10.6	-3.4	4.2	-2.2	6.1	-3.7	-4.2	5.7	6.0	-5.8
Cc1cc(C)n(C2CC(=O)N(c3cccc(Cl)c3)C2=O)n1 (stereo unspecified)
    5.1	2.3	1.1	-6.3	6.0	-3.8	8.7	-11.7	-4.9	-0.2
CCN(CC)CCNC(=O)c1cc(-c2cccnc2)nc2ccc(S(=O)(=O)N3CCC(C)CC3)cc12
    -4.2	-1.6	-4.8	0.9	0.0	3.5	-5.6	6.2	-4.6	-2.5
Nc1nnnn1/N=C/c1ccc(Br)cc1
    4.7	-1.4	-3.2	1.9	0.0	0.6	-9.0	3.1	7.3	-4.7
O=[N+]([O-])c1ccccc1CSc1ccccn1
    2.7	-2.6	2.1	-0.3	-2.0	1.8	0.9	.	4.1	1.0
CCN(CC)CCN1C(=O)C(=O)/C(=C(/O)c2ccc(C)cc2)C1c1cccnc1 (stereo unspecified)
    5.1	4.0	3.1	2.5	0.2	-5.4	31.9*	-0.3	-0.3	-5.2

Of the compounds above, two have fluorine.
Screens in order: TCR CD3 inh	LEDGF integ inh	mABHD4 FP	PRMT1 inh	rCAG RNA binder	MBD2 DNA inh	TDP2 inh	HTRA1 inhibitor	SIAE inh	GC-B act
C[C@@H]1CN([C@@H](C)CO)C(=O)c2cc(NS(=O)(=O)c3cccs3)ccc2O[C@H]1CN(C)Cc1ccc(C(F)(F)F)cc1
    8.9	-7.4	-4.6	-1.2	3.1	-6.3	-14.0	-21.4	-2.0	-2.2
COc1cc(F)c(C(=O)NC(C)(C)CO)cc1OC
    -1.5	-2.3	1.0	-5.0	-2.6	-4.3	-0.6	-4.1	3.4	2.5

Following part
Screens in order: TCR CD3 inh	LEDGF integ inh	mABHD4 FP	PRMT1 inh	rCAG RNA binder	MBD2 DNA inh	TDP2 inh	HTRA1 inhibitor	SIAE inh	GC-B act
O=[N+]([O-])c1ccc(-c2nc(-c3cccs3)c(-c3cccs3)[nH]2)cc1
    -11.5	-1.9	-18.6	-0.4	26.7	-3.4	-12.6	10.7	14.2	-14.6
COc1cccc(CNC(=O)CCC2CCCN(Cc3cc(Cl)ccc3O)C2)c1 (stereo unspecified)
    -5.9	-2.0	-0.3	3.9	-3.4	-7.2	-2.2	2.7	0.6	-3.2
CC(CCc1ccccc1)NC(=O)c1ccncc1 (stereo unspecified)
    5.0	0.7	1.7	0.1	-1.8	4.4	-1.1	1.8	12.7	4.1
COCCn1nnnc1C(c1ccc(OC)c(OC)c1)N1CCN(c2nc3ccccc3s2)CC1 (stereo unspecified)
    4.4	-3.6	-3.9	-0.1	-4.0	-1.1	-1.7	0.3	-4.3	-2.2
COc1cc(C=CC(=O)c2cc(OC)c(OC)c(OC)c2)cc(OC)c1OC
    0.4	1.3	-2.6	1.0	3.2	-0.8	9.3	5.7	-2.8	1.2
CCC(=O)Nc1c(C#N)c2nc3ccccc3nc2n1-c1ccc(C)cc1
    9.8	-0.8	-1.4	0.1	10.5	-3.4	-5.7	-7.8	0.1	-12.1
O=C(NC1=NCCS1)c1ccccc1
    -9.4	4.1	-5.3	0.2	-0.8	2.6	-17.2	2.1	-1.6	1.6
COc1ccc(OCCSc2ncc(CO)n2C)cc1
    2.5	-0.8	5.9	1.4	-0.2	1.6	7.7	-2.6	-8.0	14.3
CCOC(=O)Cc1cc(=O)[nH]c(/N=C(\N)Nc2ccc(C)c(C)c2)n1
    10.9	-2.3	1.0	-6.0	-2.4	1.4	0.1	1.5	-5.6	9.5
O=C1c2sc3nc4n(c(=O)c3c2CCC1Br)CCCCC4 (stereo unspecified)
    -5.6	2.6	5.5	18.3	3.7	-3.3	-2.1	24.9	-2.0	-3.1
CCCCn1c(N)c(N(CCC(C)C)C(=O)COC(=O)c2cccnc2OCC)c(=O)[nH]c1=O
    0.0	1.2	1.1	-2.4	-0.3	-1.8	-2.8	6.6	-5.6	-0.4
COc1ccc(Cl)cc1-n1c(C)ccc1C
    5.9	-1.3	1.3	-1.1	3.5	-5.6	1.1	8.2	-0.3	3.8
CC(C)Oc1cccc(-c2cc(C(=O)N3CCN(S(C)(=O)=O)CC3)c3ccccc3n2)c1
    5.3	-1.8	-0.4	-1.1	1.0	-4.5	-2.3	-19.4	-7.7	7.6
CC1(C(=O)NS(=O)(=O)c2ccc3ccccc3c2)CCN1C(=O)Cc1ccc(-c2ccccc2)cc1 (stereo unspecified)
    -0.6	3.9	-7.1	-7.3	81.3*	0.6	-0.5	.	-12.7	0.1
CCN=C1NC(c2ccc(F)cc2)C(C(=O)OC)=C(C)N1Cc1cccc(C(F)(F)F)c1 (stereo unspecified)
    11.0	-0.6	13.1	-3.7	7.2	-0.3	4.2	.	12.1	-12.9

The list goes on:
Screens in order: TCR CD3 inh	LEDGF integ inh	mABHD4 FP	PRMT1 inh	rCAG RNA binder	MBD2 DNA inh	TDP2 inh	HTRA1 inhibitor	SIAE inh	GC-B act
CCNS(=O)(=O)c1ccc(NC(=O)Cc2ccc(F)cc2)cc1
    -1.6	-2.4	5.5	1.0	-1.3	0.6	-1.7	9.5	-2.0	-0.8
NS(=O)(=O)c1ccc(CNC(=O)c2cccc(Oc3ccccc3)c2)cc1
    11.4	2.5	-6.5	-3.6	5.8	3.4	-1.3	-18.1	3.4	2.7
CCOc1ccc(NC(=O)CCC(=O)Oc2ccc(C)cc2)cc1
    8.3	-0.2	-5.7	-0.3	-1.0	-6.1	-0.1	-6.0	8.3	-2.6
CCOC(=O)N1CCN(c2c(N3CCN(c4ccc(OC)cc4)CC3)c(=O)c2=O)CC1
    -1.4	1.9	2.6	-2.6	0.3	1.1	6.2	6.2	-1.4	4.5
COc1ccc(Cn2c(O)c(C=Nc3ccccc3C(=O)O)c3ccccc3c2=O)cc1
    -2.9	-7.0	9.4	2.2	22.7	-2.6	2.1	-3.7	-6.4	1.4
COc1cc2c(cc1OC)C(C)N(S(=O)(=O)c1ccc(C)cc1)CC2 (stereo unspecified)
    7.7	0.3	0.6	1.3	-6.6	-0.8	0.6	-3.9	3.1	3.7
Cc1ccc2nsnc2c1NC(=O)c1sc2ccccc2c1Cl
    1.4	24.5*	3.6	2.4	0.3	2.8	-0.8	2.4	-0.7	4.3
CCc1ccc(C(=O)COC(=O)c2cccs2)cc1
    0.1	-1.4	11.4	0.2	-5.7	0.1	8.9	-9.3	-2.2	0.1
CC(C)Oc1ccccc1/C=N/NC(=O)c1ccccc1Cl
    -4.1	-3.4	1.0	2.8	0.6	-0.2	-6.2	-0.1	-2.5	-2.0
O=C(O)/C=C/c1ccc2c(c1)OCCO2
    3.2	4.7	3.4	-0.1	-1.7	-0.9	-7.3	-1.3	-0.3	4.2
CCOC(=O)C1(CCc2ccccc2)CCN(C(=O)C2CCOCC2)CC1
    -1.3	1.6	-3.9	1.2	-10.8	-2.8	-1.6	-0.5	-7.5	0.9

These rows are one share of the data (hit frequency here may not be typical).
